S1P4 antag: human S1P4 receptor antagonism | AID 1510 | S1P4-expressing cells, antagonist mode, reporter read-out | actives 0.26% (n = 220,000) | inhibition, % at 4.98 µM; in the data active = inhibition above about 29%;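 also: 0% = wells stimulated with agonist and 100% = vehicle wells without agonist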
NPY Y1 blocker: blocks the human neuropeptide Y Y1 receptor; P25929; inhibition, % at 3.6 µM; actives 1% (n = 200,000); HEK293-CNG Y1 cells, membrane potential fluorescence; NPY at EC95, then isoproterenol;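 active = inhibition above the campaign mean inhibition of all tested compounds plus 3 SD, cut at about 20% in these data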;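 also: 0% = DMSO wells given NPY plus isoproterenol and 100% = isoproterenol alone without NPY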
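material = HEK293 cells with Y1 receptor plus CNG channel | also added = NPY 25 nM then isoproterenol 1 µM plus Ro 20-1724 25 µM | schedule = dye 3 h, compound 60 min room temperature, stimulation 45 min | measured by = membrane potential fluorescence | benchmarks = high control isoproterenol alone, low control NPY with isoproterenol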
EP2 modulator: modulates human prostaglandin E2 receptor EP2 signaling. induction, % at 25 µM. EP2-expressing cells, cAMP HTRF FRET, PGE2 co-stimulation. P43116. actives 0.83% (n = 260,000);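 active = compounds whose cAMP rise, as percent of the full-agonist control response, exceeds 60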;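 also: rat C6 glioma line stably carrying human EP2 under a CMV promoter; the protocol text gives 20 µM as final concentration; 100% = response of wells given 1 µM PGE2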
p97 inhibitor: human p97 ATPase inhibition | recombinant p97 ATPase, Kinase-Glo ATP luminescence, 3 h | AID 1481 | actives 0.42% (n = 220,000) | inhibition, % at 8 µM; in the data active = inhibition above about 15%;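 also: 0% = DMSO vehicle and 100% = wells lacking enzyme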
NPY1 pot ag: potentiators or agonists of human neuropeptide Y receptor Y1 | P25929 | NPY-Y1 expressing cells, potentiator/agonist activation | activation, % at 3.6 µM | actives 0.37% (n = 220,000) | AID 1304; in the data active = activation above about 33%, passing the limit was not always enough;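 also: cells stimulated with NPY at EC10 then isoproterenol at EC100; 0% = low agonist plus stimulus and 100% = saturating agonist plus stimulus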
S1P4 agonist: activates the human S1P4 receptor; O95977; S1P4-expressing cell line, agonist reporter assay; AID 1509; activation, % at 4.98 µM; actives 0.35% (n = 220,000); in the data active = activation above about 11%;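 also: 0% = DMSO vehicle and 100% = reference agonist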
EP2 antag: inhibitors of human EP2 prostaglandin E2 receptor. C6 glioma cells expressing human EP2, cAMP TR-FRET; cells stimulated with saturating PGE2. actives 0.52% (n = 260,000). inhibition, % at 25 µM. P43116. AID 1422;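 active = percent inhibition above 40 after rounding to a whole number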;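 also: rat C6 glioma host cells with rolipram phosphodiesterase inhibitor present; the protocol text gives 20 µM as final concentration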
NPY-Y2 PAM-ag: potentiates or activates human NPY-Y2 receptor; P49146; activation, % at 3.6 µM; cells expressing NPY-Y2, potentiator/agonist read-out; actives 0.45% (n = 220,000); in the data active = activation above about 27%;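 also: cells stimulated with NPY near EC25 plus isoproterenol at EC100; 0% = vehicle plus submaximal agonist and 100% = vehicle plus saturating agonist; some results beyond the cut were filed as inactive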
eIF4E-4G inh: eIF4E/eIF4G interaction inhibition in translation initiation; inhibition, % at 21.7 µM; P63073+Q04637; TR-FRET eIF4E-eIF4GI(517-606) binding, 2 h; AID 782; actives 0.37% (n = 220,000);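 active = inhibition above about 30%, limit read from the data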;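 also: 0% = full FRET control wells and 100% = background wells lacking eIF4GI fragment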
Active calls of the source: *; / = no result given; & = joins results of further samples; [ ] = remark or other dose. Only part of the results is shown; the hit share may differ from the screen's.

SMILES,S1P4 antag,NPY Y1 blocker,EP2 modulator,p97 inhibitor,NPY1 pot ag,S1P4 agonist,EP2 antag,NPY-Y2 PAM-ag,eIF4E-4G inh
CC(C)(C)c1ccc(S(=O)(=O)Nc2ccccn2)cc1,6,2,9,3,0,0.8,5,-19,3
Cc1ccc(-n2ccc(=O)c(-c3ccnc(SCc4cccc(Cl)c4)n3)n2)cc1,-7,9,-13,-1,-10,-1.7,8,-22,6
CC(=O)c1cccc(N(C(=O)Cn2nnc3ccccc32)C(C(=O)NCC2CCCO2)c2ccc(N3CCOCC3)cc2)c1 (configuration not stated),4,-3,18,3,-5,0.2,2,-2,-6
COc1ccc(Cn2c(C)nc([N+](=O)[O-])c2SCC(=O)O)cc1[N+](=O)[O-],-8,11,33,9,14,-0.9,11,17,-2
CC(C)(C)OC(=O)NCCC(=O)Oc1ccc2ccc(=O)oc2c1,0,1,32,2,-1,7.1,/,-9,-4
COc1cccc(C(=O)Nc2ccc(Cl)c(C(F)(F)F)c2)c1,7,3,-51,3,-23,0.5,14,1,9[fluorescence artefact?]
CCOc1ccc(NC(=O)CN2C(=O)/C(=C3\SC(=S)N(C4CCS(=O)(=O)C4)C3=O)c3ccccc32)cc1 (configuration not stated),-20,/,11,2,-4,1.2,3,2,6
CCCCOC(=O)C1C2C=C[C@]3(CN(CCCOC)C(=O)[C@H]13)O2 (some centres not stated),-16,9,4,9,-12,-0.8,14,-22,-20

Going on with the list:
SMILES,S1P4 antag,NPY Y1 blocker,EP2 modulator,p97 inhibitor,NPY1 pot ag,S1P4 agonist,EP2 antag,NPY-Y2 PAM-ag,eIF4E-4G inh
CN(Cc1ccccc1)C(=O)COc1ccccc1,-7,6,20,3,9,-1.8,5,4,2
CC(C)(O)C#Cc1ccc(C(=O)NCCc2ccc(S(N)(=O)=O)cc2)cc1,-15,-4,-12,4,-3,-0.8,4,0,0
O=C(CCNc1cccc(Cl)c1)c1cccs1,9,0,2,-2,0,-0.8,9,6,7
O=C(NCCNc1cc(Cl)ccc1[N+](=O)[O-])c1ccco1,-19,1,-3,6,7,-0.9,7,-1,-1[fluorescence artefact?]
O=C(NC(=S)NCC1CCCO1)c1ccc(Cl)cc1 (configuration not stated),8,0,-4,3,11,0.7,5,13,2
Fc1cccc2sc(Nc3nc4c(F)cccc4s3)nc12,-15,1,-1,6,-3,0.5,15,-6,11
Cc1cc(=O)oc(C)c1C(=O)OCC(=O)c1ccccc1,0,-3,5,4,13,1.9,8,10,-4
O=C1CCC2CCCCC2(O)O1 (configuration not stated),-2,-4,33,6,-6,-0.9,19,-1,-3

Following part:
SMILES,S1P4 antag,NPY Y1 blocker,EP2 modulator,p97 inhibitor,NPY1 pot ag,S1P4 agonist,EP2 antag,NPY-Y2 PAM-ag,eIF4E-4G inh
CCCCN(C)C(=O)c1nc2ccccn2c1CNCCCn1ncc2ccccc21,0,/,3,-7,-20,-0.1,7,-18,-6
Cc1ccc(-n2nc3ccc(N)cc3n2)cc1,-19,-1,-69,13,-14,-1.2,17,14,6
CC(=O)OCC(=O)[C@@]12OC(C)(C)O[C@@H]1C[C@H]1[C@@H]3C[C@H](F)C4=CC(=O)C=C[C@]4(C)[C@@]3(F)[C@@H](O)C[C@@]12C,-5,-3,9,-6,-5,0.8,17,6,1
Cc1ccnc(N2CCN(C(=O)CSc3nc4ccccc4nc3N3CCC(C)CC3)CC2)c1,0,24*,19,-4,-1,0.9,6,-8,0
CCOc1ccc(N2C(=O)C(c3ccccc3)=C(c3nc4ccccc4s3)C2NC(C)=O)cc1 (configuration not stated),-10,3,38,-1,-5,-0.2,8,-3,-2[fluorescence artefact?]
Cc1cc(C)cc(NC(=S)NCCCN2CCOCC2)c1,-10,-2,2,-3,-19,0.5,12,-7,5
CN1CCC(N2CCN(c3cccc(C(F)(F)F)c3)CC2)CC1,0,3,-1,-3,-24,1.7,0,3,-5
COc1ccc(Br)cc1CNC(=O)C1CCCN(c2nc3ccccc3o2)C1 (configuration not stated),-5,4,-2,-2,-7,-0.2,1,-2,-1

Further results.
SMILES,S1P4 antag,NPY Y1 blocker,EP2 modulator,p97 inhibitor,NPY1 pot ag,S1P4 agonist,EP2 antag,NPY-Y2 PAM-ag,eIF4E-4G inh
COc1cccc2cc(C(=O)NCc3ccco3)c(=Nc3ccc(C(=O)O)cc3)oc12,0,2,-26,0,11,-2.6,5,6,2[fluorescence artefact?]
O=C(OCC(O)COC(=O)c1cccnc1)c1cccnc1,-13,/,4,1,1,1.2,3,10,1
Cc1cc(/C=C2/NC(=O)NC2=O)c(C)n1-c1ccccn1,1,-4,-8,2,-7,-1.0,0,-8,12
COC(=O)C(C(=O)OC)=C(/C=C/N(C)C)N(C)C,0,-6,-3,4,1,2.2,6,14,-9
Nc1nnnn1/N=C/C=C/c1ccccc1,-9,4,-11,4,1,-1.0,10,-7,0[fluorescence artefact?]
CN(C)c1nc(C(=O)OCCO)nc(N(C)C)n1,-19,-7,16,2,-11,-0.1,9,-12,1
COc1ccccc1OCCCC(=O)NCc1ccco1,11,5,4,4,-13,3.0,4,8,0
O=C(COC(=O)CN1C(=O)c2ccccc2C1=O)Nc1ccc(S(=O)(=O)N2CCCC2)cc1,4,3,-18,0,-7,-3.1,7,-2,-10

(listing goes on)
SMILES,S1P4 antag,NPY Y1 blocker,EP2 modulator,p97 inhibitor,NPY1 pot ag,S1P4 agonist,EP2 antag,NPY-Y2 PAM-ag,eIF4E-4G inh
CCn1c(C)cc(/C=C2\NC(=O)N(Cc3ccccc3)C2=O)c1C,5,-1,3,3,13,4.5,6,13,-6
CCOc1ccc(NC(=O)NC(=O)N(C)S(=O)(=O)c2ccc(C)cc2)cc1,8,-3,-7,2,-4,-1.2,5,7,0
CCc1ccc(OCC(=O)NNC(=O)CSc2ncnc3sc(C)c(C)c23)cc1,4,1,-2,1,7,-1.7,5,-8,-1[fluorescence artefact?]
C/C(=N\NC(=O)c1cccc(S(=O)(=O)Nc2ccccc2Cl)c1)c1ccco1,-17,-4,-9,2,-7,1.3,7,0,-3
CCNCc1cc2cc(C)ccc2[nH]c1=O,0,1,15,1,-4,-3.4,7,4,7
COc1ccc(C(C)=O)cc1COC(=O)c1cc(C)oc1C,-12,14,42,1,-1,0.9,11,-9,2
COc1ccc(C(=O)C(CCC(CNC(C)(C)C)C(=O)c2ccc(OC)cc2)CNC(C)(C)C)cc1 (configuration not stated),73*,4,-2,11,5,-6.4,3,4,-5
Cc1nc2ncnn2c(C)c1CCC(=O)NCCC1=CCCCC1,5,3,0,-3,-20,-0.2,5,-12,-7

Next compounds.
SMILES,S1P4 antag,NPY Y1 blocker,EP2 modulator,p97 inhibitor,NPY1 pot ag,S1P4 agonist,EP2 antag,NPY-Y2 PAM-ag,eIF4E-4G inh
COc1ccc(N(C(=O)CCl)C(C)(C(=O)Nc2c(C)cccc2C)c2ccccn2)cc1 (configuration not stated),0,1,8,5,-4,-0.2,5,3,18
CCc1nnc(NC(=O)CSc2nnc(-c3ccccc3NC(=O)c3ccccc3)o2)s1,-17,-8,18,7,-21,0.1,20,1,6
Cc1ccc(S(=O)(=O)c2nc(NN(C)C)sc2Cl)cc1,-8,-6,-16,-5,16,-1.4,8,-8,-4
CCN(CC)C(=O)c1ccc(C(=O)c2c(C)cc(C)cc2C)cc1,4,3,-33,-3,-13,-0.1,11,12,/
CC(C)C(=O)N1CCN(c2nc(-c3ccccc3)c3c(c2C#N)CC(C)(C)OC3)CC1,-8,-5,30,-11,-19,-2.5,2,-20,/
CC(=O)/C(C#N)=C1\NC(=O)C(Cc2ccccc2Cl)S1 (configuration not stated),-12,4,-4,-1,-3,-0.2,/,-8,6
COc1ccc(C(=O)NCCC2=CCCCC2)cc1OC,-11,-1,-14,0,-5,1.9,10,-1,6
Cn1cc(-c2nnc(-c3ccccc3)o2)c2ccccc21,-7,1,-25&11,3,-2,0.3,15&7,-4,0

Going on with the list:
SMILES,S1P4 antag,NPY Y1 blocker,EP2 modulator,p97 inhibitor,NPY1 pot ag,S1P4 agonist,EP2 antag,NPY-Y2 PAM-ag,eIF4E-4G inh
N#Cc1ccccc1Sc1ccccc1C(=O)Nc1ccccc1,-66,5,22,-5,-5,-1.2,6,-8,4[fluorescence artefact?]
O=c1cc(-c2ccccc2Cl)oc2ccc([N+](=O)[O-])c(O)c12,-6,0,31,5,4,0.4,1,-7,-2
CCOC(=O)NC(NC(=S)Nc1ccccc1OC)C(Cl)(Cl)Cl (configuration not stated),-13,3,12,-2,-1,1.7,4,-14,3[fluorescence artefact?]
CCC(=O)Nc1cccc(NC(=S)NC(=O)c2cccs2)c1,-25,-3,-40,0,-12,0.1,6,-4,1
CS(=O)(=O)c1ccc(Cl)c(NC(=O)COC(=O)/C=C/c2cnc3ccccc3n2)c1,9,/,-28,3,9,2.9,17,-5,6
CCOc1ccc(S(=O)(=O)N(C)c2ccc(OCC(=O)N3CCOCC3)cc2)cc1,1,4,8,-5,-5,-1.4,5,-3,-17[fluorescence artefact?]
O=[N+]([O-])c1ccc(-c2nc(=S)c3c(o2)CCCC3)cc1,6,6,-12,7,-14,1.0,8,-4,2
N#CC1=C(SCC(=O)Nc2ccc(C(=O)O)cc2)NC(=O)CC1c1ccco1 (configuration not stated),4,/,21,17*,19,0.5,9,-4,4

Continuation.
SMILES,S1P4 antag,NPY Y1 blocker,EP2 modulator,p97 inhibitor,NPY1 pot ag,S1P4 agonist,EP2 antag,NPY-Y2 PAM-ag,eIF4E-4G inh
O=C(Nc1cccc(C(F)(F)F)c1)OCCN1CCN(Cc2ccccc2)CCC1=O,8,3,-25,5,-7,-0.2,10,9,6
Oc1ccc(-c2[nH]ncc2-c2nc3ccccc3s2)c(O)c1,-5,63*,-73,-3,-8,1.3,9,-2,1
COc1cccc(-c2cc(N)nn2C(=O)Nc2ccc(Cl)cc2)c1,10,-4,0,3,20,-1.2,20,15,0
N#C/C(=C\c1ccc(C(=O)O)cc1)c1nc2sc3c(c2c(=O)[nH]1)CCCC3,3,/,-58,14,-4,0.9,16,3,20
COc1ccccc1C(=O)C1CCCN(C(=O)CCc2ccccn2)C1 (configuration not stated),-2,-2,11,2,0,0.4,1,-11,1
O=C(O)c1cccnc1SC1CC(=O)N(c2ccc(OC(F)F)cc2)C1=O (configuration not stated),9,/,2,-3,-17,-1.1,3,4,2

Source: PubChem BioAssay
